Compound activity (PubChem BioAssay)
HSF-1 act = increases HSF-1 driven luciferase reporter signal; activation, % at 9 µM; hit rate 1.7% among 300,000; NIH3T3-HGL HSF-1 luciferase reporter, MG132, 8 h; 100% = twice DMSO control signal;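 active means mean replicate activation of at least 50% with a set share of replicates each reaching 50%; inconclusive means only one of those two conditions met; inactive means mean below 50% and too few replicates reaching it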;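 further: 0% = median of the neutral control wells and 100% = twice that signal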
AI-2 QS mod = modulators of Vibrio harveyi AI-2 quorum sensing system; Vibrio harveyi JMH597 AI-2 luminescence/OD600 ratio, 9 h; active compounds read low; strain lacks LuxN and CqsS sensors; 0 = neutral-control median; activity change, % at 7.5 µM; hit rate 0.4% among 300,000; AID 2094; in the data active means activity change below about -75%, passing the limit was not always enough; inconclusive means no clear call, values can overlap the other calls;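 further: luminescence divided by OD600 gain over 9 h not by final OD600 alone; inactives centre near 13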
HDAC3 inh = blocks human histone deacetylase 3 | recombinant HDAC3, fluorogenic peptide/trypsin coupled, fluorescence | inhibition, % at 8.3 µM | hit rate 0.15% among 320,000 | AID 2718; in the data active means inhibition above about 26%, passing the limit was not always enough; inconclusive means no clear call, values can overlap the other calls
Target sequence (O15379 whole entry, looked up): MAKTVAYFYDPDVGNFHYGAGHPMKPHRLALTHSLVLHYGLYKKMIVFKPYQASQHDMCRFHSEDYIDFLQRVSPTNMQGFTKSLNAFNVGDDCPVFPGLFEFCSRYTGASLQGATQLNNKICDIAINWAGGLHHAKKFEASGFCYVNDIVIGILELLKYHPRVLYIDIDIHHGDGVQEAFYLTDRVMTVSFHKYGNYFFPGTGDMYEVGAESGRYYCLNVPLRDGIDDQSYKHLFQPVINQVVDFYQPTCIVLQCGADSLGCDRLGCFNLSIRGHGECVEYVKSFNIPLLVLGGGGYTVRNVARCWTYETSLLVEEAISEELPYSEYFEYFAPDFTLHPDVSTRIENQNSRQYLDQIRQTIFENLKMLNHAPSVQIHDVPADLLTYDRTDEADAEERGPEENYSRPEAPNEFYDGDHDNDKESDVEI
GSK3 alpha inh = blocks human GSK-3 alpha kinase; inhibition, % at 10 µM; ADP-Glo luminescence, 60 min; hit rate 0.1% among 320,000;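 in the data active means inhibition above about 50%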;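 further: GST-tagged GSK-3 alpha with peptide substrate and 25 µM ATP; 0% = DMSO neutral wells and 100% = GW8510 positive control wells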
Dyrk1A ADPGlo = blocks rat Dyrk1A kinase activity. Q63470. inhibition, % at 12.5 µM. ADP-Glo luminescence, NFATc1 peptide. hit rate 0.43% among 310,000. AID 504441; in the data active means inhibition above about 50%;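 further: plate controls were vehicle with enzyme for no effect and no enzyme for full effect; many of its hits are not listed in these tables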
HSF1 inhib = HSF1 inhibition | NIH3T3-HGL HSE-luciferase, MG132-induced, luminescence 8 h; active compounds read low | activity change, negative = inhibition, % at 7.5 µM (by protocol) | hit rate 0.77% among 300,000 | AID 2098;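 active means more than half of replicate wells show activity change below -50%, luminescence cut by over half; inconclusive means some wells, but at most half, below -50%; inactive means no replicate well below -50%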;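 further: luciferase reports HSF-1 transcriptional activity via heat shock element; 0% = median of DMSO wells and -100% = zero luminescence signal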
GSK3B inh = human GSK3beta kinase inhibition; P49841; GST-GSK3beta kinase, ADP-Glo luminescence, 60 min; active compounds read low; activity score (negative = inhibition), % at 10 µM; hit rate 0.038% among 300,000; AID 2097;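 active means more than half of replicate wells score below -50%, meaning over 50% inhibition versus plate controls; inconclusive means some replicates but at most half score below -50%; inactive means no replicate scores below -50%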;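 further: 0% = median DMSO wells and -100% = median GW8510 positive control wells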
Target sequence (P49841 whole entry, looked up): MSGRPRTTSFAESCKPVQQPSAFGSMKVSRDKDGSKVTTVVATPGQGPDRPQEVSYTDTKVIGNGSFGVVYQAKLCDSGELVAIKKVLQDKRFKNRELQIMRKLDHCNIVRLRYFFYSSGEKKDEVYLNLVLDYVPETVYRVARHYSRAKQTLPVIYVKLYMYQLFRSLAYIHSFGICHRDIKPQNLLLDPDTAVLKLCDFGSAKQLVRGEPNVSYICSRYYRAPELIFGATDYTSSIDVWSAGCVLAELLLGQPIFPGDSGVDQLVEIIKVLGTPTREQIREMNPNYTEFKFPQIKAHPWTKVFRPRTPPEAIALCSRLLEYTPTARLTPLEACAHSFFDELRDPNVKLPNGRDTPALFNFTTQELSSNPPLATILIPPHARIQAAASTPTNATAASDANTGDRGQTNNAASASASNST
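Test system: GST-fused GSK3beta enzyme, cell-free | Quantity: 1.6 ng GST-GSK3beta enzyme per well | Reagent: 25 µM ATP with peptide substrate | Schedule: 60 min enzyme reaction, room temperature | Signal: Luminescent ADP-Glo measurement of ADP formed | Read-out basis: Score relative to plate controls | Control set: DMSO and 20 µM GW8510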
HSP90 inh = blocks HSP90-mediated luciferase refolding in reticulocyte lysate; Rabbit reticulocyte lysate, luciferase refolding luminescence, 3 h; inhibition, % at 5.6 µM; hit rate 0.91% among 290,000;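 active means inhibition above the screen-wide mean plus 3 SD, computed separately per campaign, cut at about 16% in these data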;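 further: 0% = DMSO wells and 100% = 60 µM geldanamycin wells; inhibitors lower the luminescence because luciferase stays unfolded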
Platelet DG rel = modulates dense granule release in human platelets; human platelet-rich plasma, SFLLRN dense granule ATP release, luminescence; inhibition, %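 (compounds screened at 7.5 µM in platelet-rich plasma)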; hit rate 0.22% among 300,000; AID 1663;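 active means mean replicate score, as percent of positive control, at or above 50; inconclusive means mean below 50 but at least one replicate at or above 50; inactive means mean and every replicate below 50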
PolyA inhibitor = yeast polyadenylation inhibition; hit rate 0.02% among 300,000; calls only at 12 µM; S. cerevisiae SKY197-pL101 polyadenylation reporter, beta-gal luminescence; efflux-impaired pdr1/pdr3 knockout yeast; score 100 = 6 SD above DMSO;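 active means lowest replicate activity score at least 50, where 100 means six control SD above control mean; inconclusive means lowest score under 50 but half or more replicates reach 50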;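 further: yeast exposed to compound for 9 h at 30 °C; higher score means more reporter readthrough which indicates perturbed polyadenylation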
Numbers without * were called inactive; i = inactive; ? = inconclusive; . = no result given.

SMILES	HSF-1 act	AI-2 QS mod	HDAC3 inh	GSK3 alpha inh	Dyrk1A ADPGlo	HSF1 inhib	GSK3B inh	HSP90 inh	Platelet DG rel	PolyA inhibitor
O=C(CCC(=O)N1CCN(c2ccc(F)cc2)CC1)c1ccc(Cl)cc1	3.0	21.4	2.7	-3.7	.	-1.9	0.7	-5.2	1.0	i
COc1ccc2[nH]c(C)c(C(=O)CN3CCc4cc(OC)c(OC)cc4C3)c2c1	-20.9	6.2	10.3	1.4	5.3	-6.4	-2.1	-0.8	.	i
Cc1oc2ccc(OCc3ccc(F)cc3Cl)cc2c1C(=O)O	1.4	21.6	6.5	2.8	-8.0	-2.0	0.7	-5.7	-0.5	i
COc1ccc(NCc2nnc(SCC(=O)NCc3ccccc3)n2-c2ccccc2OC)cc1	-13.0	-1.8	-1.7	17.3	-4.3	-11.1	4.0	0.1	-2.3	i
CCOC(=O)C(=CNc1cc(C(F)(F)F)ccc1N1CCOCC1)C(=O)OCC	6.7	20.4	-2.4	0.4	7.9	-3.1	2.2	-0.5	0.5	i
NC(=S)NNC(=O)c1ccccc1	8.1	1.8	-3.4	-5.5	5.2	-7.6	3.5	3.4	-2.2	i
Cc1cc(C)c2cc(CN(CCO)C(=O)NC3CCCCC3)c(=O)[nH]c2c1	-5.7	2.5	3.0	-0.9	3.1	5.1	1.9	3.1	-1.9	i
O=C(CCc1ccccc1)Nc1ccc2c(c1)OCCO2	29.5	-37.3	-3.1	-1.1	-7.0	14.8	-25.2	6.0	1.4	i
COC(=O)c1cc2ccsc2n1CC(=O)Nc1cc(C)cc(C)c1	5.1	7.2	4.9	-1.3	-1.0	-1.5	-1.3	0.6	-6.1	i
Cc1cc(C)cc(C(=O)N/N=C/c2ccoc2)c1	-16.9	17.2	5.6	3.8	-5.6	-10.5	-2.9	-1.2	3.7	i
CCOC(=O)c1[nH]ncc1CN1CCN(Cc2ccccc2)C(CCO)C1 (centres undefined)	6.3	19.6	-2.4	-5.5	-1.3	5.9	0.1	1.8	-1.0	i
COc1ccc(C(C#N)c2ccc(=O)[nH]n2)cc1 (centres undefined)	7.5	2.3	1.5	8.1	-4.2	5.1	2.2	1.4	-6.2	.
COc1cccc(C(=O)N/N=C2\SCC(=O)N2Cc2ccc3c(c2)OCO3)c1	5.9	17.3	0.9	-0.7	7.9	-0.3	0.9	1.7	-1.7	i
CCOc1cc(/C=C2\SC(=S)N(Nc3ccccc3)C2=O)ccc1O	-15.5	10.8	12.1	10.8	26.8	-16.9	-12.7	-0.3	3.2	i
O=C(Nc1cccn(Cc2c(F)cccc2Cl)c1=O)NC1CCCCC1	?	13.8	-1.3	-3.5	2.2	17.3	3.9	4.7	-1.6	i
N#CC(C(=O)c1ccccc1Cl)=C1SCCCS1	-3.5	15.5	11.5	-3.5	.	6.3	-0.7	0.0	14.0	i
NC(=O)COC(=O)c1ccc2c(c1)C(=O)N(Cc1ccco1)C2=O	-32.9	19.7	-0.2	-2.9	4.5	-22.0	-3.8	-2.9	12.2	i
CCOc1ccccc1CNS(=O)(=O)c1cc(-c2cc(C)no2)ccc1OC	-0.2	-3.6	4.9	-0.6	2.5	2.8	-0.4	-7.2	-2.4	i
COc1ccc(C(=O)CSc2nc3cccnc3n2C)cc1	0.2	-3.5	-0.3	-1.8	-0.2	-10.3	3.2	0.1	-7.3	i
Cc1ccc(C(=O)Nc2ccccc2C(=O)O)cc1NC(=O)COc1c(C)cccc1C	1.0	3.2	5.2	-0.3	-3.3	4.9	-0.9	2.4	-0.6	i
CCc1ccc2[nH]c(=O)c(CN(CCN(C)C)C(=O)Nc3ccccc3)cc2c1	1.6	19.5	5.5	-1.0	-1.0	-2.7	0.3	-1.5	1.4	i
CCOC(=O)C(C(=O)OCC)N(C#N)c1nc(N(C)C)nc(N(C)C)n1	-12.4	18.1	-5.1	-1.8	-3.3	-0.4	1.4	-6.2	-9.1	i
O=C(c1ccccc1Oc1ccccc1)N1CCN(c2ccccc2F)CC1	18.9	32.1	-5.3	-1.6	1.2	7.6	0.0	-1.0	-13.9	i
O=C(CC1Nc2cccc3cccc(c23)NC1=O)Nc1ccc(F)cc1 (centres undefined)	15.8	13.2	2.5	8.1	-4.3	6.0	-0.1	1.6	20.1	i
CCc1c(C)sc(NC(=O)OC)c1C(=O)N1CCOCC1	12.6	12.8	-1.9	-6.0	3.0	6.3	-3.2	2.8	-2.5	i
CCN(CC)P(=O)(Nc1ccc([N+](=O)[O-])cc1)c1c(C)nn(CCC#N)c1NC(=O)c1ccc(Cl)cc1 (centres undefined)	40.4	-15.1	1.4	-3.5	13.5	4.6	-10.9	57.4*	9.8	i
O=C(NC1CCc2ccccc21)c1cc(COc2cncc(Cl)c2)on1 (centres undefined)	12.8	-55.0	1.2	-0.8	4.6	10.8	1.3	0.8	17.3	i
O=C(NCc1cccnc1)C12CC3CC(CC(Cl)(C3)C1)C2	-3.0	17.0	2.1	-0.6	-6.2	-2.4	3.8	1.5	-8.8	i
COC(=O)c1cn(-c2ccccc2)nc1-c1cccnc1	-6.7	14.6	2.1	-2.0	3.0	-4.1	-0.8	3.5	1.4	i
Cc1ccc(NC(=O)c2c(C(F)(F)F)nn(C)c2SCc2cccc(C(F)(F)F)c2)cc1C	38.8	-1.4	-2.6	0.8	4.8	18.1	0.2	3.2	1.9	i
O=C(NN=C1C2CC3CC1CC(Cl)(C3)C2)c1cccs1	20.6	6.7	-0.4	.	-5.7	10.4	-1.7	3.0	3.4	i
CC(C)(C)OC(=O)N[C@@H](CCCCNC(=O)OCc1ccccc1)c1nnc([C@H](CCCCNC(=O)OCc2ccccc2)NC(=O)OC(C)(C)C)o1	-11.5	4.4	16.6	-0.1	3.4	3.9	0.5	.	-3.1	i
COc1cccc(/C=N/n2c(C3CCCCC3)n[nH]c2=S)c1O	21.0	0.7	10.8	23.7	52.6*	-2.0	0.3	1.1	10.9	i
Clc1ccccc1CO/N=C1\CCCc2nonc21	23.2	8.1	-3.1	0.3	0.9	10.9	-1.5	1.9	-28.2	i
CN(CC(=O)N1CCc2ccccc2C1)c1ccccc1	19.7	4.5	-3.1	-0.4	-5.8	12.5	0.5	-3.6	-0.8	i
Cc1cc(Nc2nnnn2-c2ccccc2)n(-c2ccccc2)n1	3.8	10.0	0.1	-0.5	-2.3	-3.7	-2.5	-0.1	-3.2	i
Cc1ccccc1NC(=O)Cn1cnc2c(oc3nc4c(cc32)COC(C)(C)C4)c1=O	7.3	19.1	-15.6	-2.8	-8.1	3.7	-1.0	-1.1	-1.3	i
COC(=O)N/N=C(\C)c1ccc(OC(F)F)cc1	.	31.0	-1.6	0.7	-1.7	.	-0.5	0.2	12.2	i
COc1cc(OC)cc(C(=O)NCC(=O)OCC(=O)Nc2ncc(Cl)cc2Cl)c1	-1.3	16.1	-0.5	-0.6	3.4	0.7	1.0	0.4	-24.8	i
CCOC(=O)N1CCN(C(=O)C2CCN(S(=O)(=O)c3ccc(NC(C)=O)cc3)CC2)CC1	-3.5	14.4	-1.9	9.3	-3.1	-2.4	1.4	-1.2	11.1	i
O=C(CCCCn1c(=O)c2ccccc2n(CC(=O)NC2CCCC2)c1=O)NC1CCCC1	-1.2	13.1	-2.8	-0.6	0.6	-9.5	0.6	-1.6	6.4	i
CC(=O)Nc1cccc(OCc2ccc(S(=O)(=O)Cc3ccccc3)cc2)c1	27.7	33.0	11.7	-1.4	-1.8	0.2	-6.9	0.1	3.3	i
Cn1c(C(=O)NCCCN2CCN(c3ccccc3F)CC2)cc2c(=O)[nH]c3ccccc3c21	-13.5	11.3	-0.3	1.6	6.4	0.3	-1.1	1.9	-4.3	i
CC(C)CCNC(=O)CN(Cc1ccco1)C(=O)CCC(=O)Nc1nccs1	6.4	.	-6.9	17.1	-5.0	5.4	.	3.5	-1.1	i
CCc1ccc(NC(=O)CSc2ccccn2)cc1	-35.9	36.2	-0.9	-2.4	.	-29.5	6.1	0.8	4.5	i
S=C(Nc1ccc(Br)cc1Cl)Nn1cnnc1	7.0	22.4	-1.2	-3.1	0.0	9.4	-0.8	-2.3	-4.8	i
O=C1c2ccccc2-c2c1cccc2C(=O)N(CCO)CCO	-4.7	19.0	-7.8	1.0	13.7	0.0	1.9	0.7	4.7	i
O=S(=O)(Nc1ccc(-c2ccc3nncn3n2)cc1)c1ccccc1F	0.5	-9.3	0.8	-1.3	-4.8	0.6	-1.5	.	27.2	i
CCOc1ccc(NC(=O)CSc2nc3c(c(=O)n2C)SC(C)C3)cc1 (centres undefined)	.	.	12.2	-0.9	-1.6	.	.	-5.4	.	.
C/C(=N/NS(=O)(=O)c1ccc(Cl)cc1)c1ccncc1	4.2	27.1	3.2	-2.6	-6.5	2.7	0.5	5.3	0.6	i
COC(=O)c1cn(NC(=O)c2cnccn2)c(=O)c2ccccc12	-23.8	73.1	2.6	-4.3	5.1	-13.0	1.0	3.8	0.6	i
CCCC[C@@H]1CNCCN1CCc1cccc2ccccc12	-9.8	11.0	-0.3	-0.1	16.0	1.8	0.2	.	-2.1	i
Cc1cc([N+](=O)[O-])nn1CC(=O)NNC(=S)Nc1ccc(F)cc1	0.6	32.5	1.2	5.7	6.5	-0.7	0.2	0.1	0.9	i
O=C(/C=C/c1cccc([N+](=O)[O-])c1)NCCN1CCOCC1	2.9	-6.5	1.0	-0.9	6.8	-5.1	-5.1	-0.5	-2.2	i
CCOC(=O)CC1C(=O)NCCN1C(=O)c1ccc(Cl)cc1Cl (centres undefined)	3.3	-7.6	3.6	0.0	-3.4	-4.1	-2.0	-1.2	0.1	i
O=C(Cc1ccccc1)Nc1ccc(F)cc1	16.2	-0.1	9.7	0.9	-3.4	5.3	2.1	2.9	-1.2	i
N#CC(c1ccc(Cl)cc1)N1CCOCC1 (centres undefined)	-1.9	-5.6	6.1	-1.7	-1.7	-9.0	-0.6	5.0	?	i
Cc1nc2cc(NC(=O)N3CCCC3)ccc2n1C	-12.5	18.8	13.2	-3.0	.	-11.1	-1.9	1.1	24.4	i

Entries above that contain a COOH group, in the order listed:
SMILES	HSF-1 act	AI-2 QS mod	HDAC3 inh	GSK3 alpha inh	Dyrk1A ADPGlo	HSF1 inhib	GSK3B inh	HSP90 inh	Platelet DG rel	PolyA inhibitor
Cc1oc2ccc(OCc3ccc(F)cc3Cl)cc2c1C(=O)O	1.4	21.6	6.5	2.8	-8.0	-2.0	0.7	-5.7	-0.5	i
Cc1ccc(C(=O)Nc2ccccc2C(=O)O)cc1NC(=O)COc1c(C)cccc1C	1.0	3.2	5.2	-0.3	-3.3	4.9	-0.9	2.4	-0.6	i

The list is partial, so the mix of outcomes need not match the whole.
